Bioassay records deposited in PubChem BioAssay by National Center for Advancing Translational Sciences (NCATS).
Hsp90 Hop PPI: changes Hsp90-Hop TPR2A binding signal, up or down; AlphaScreen TPR2A-His6 binding biotin-Hsp90 C-terminal peptide; Potency, µM (highest dose often 57 µM), for the others: top-dose activity change, negative = inhibition; actives 0.44% (n = 71,000); active means well fitted curve in either direction with a large enough effect; inconclusive means small, poorly fitted or top-dose-only effect, or another doubt; further: potency means the concentration at half of the fitted maximal effect; on the % scale 0 is the no-effect control and ±100 the full control effect; many of its hits are not listed in these tables
Texas Red fluor: compound fluoresces in the Texas Red spectral region. Compound fluorescence, Texas Red channel, 547/618 nm; stronger effect = higher value. max dye-equivalent concentration, M. actives 0.06% (n = 59,000); in the data active means max dye-equivalent concentration above about 10 nM; inconclusive means between about 1.1 nM and that limit
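Pin-transferred compounds and Texas Red standards go into 100 mM Tris buffer, pH 8.0. After 15 min at room temperature, plates are imaged with 547/618 nm filters. Each value is a dye-equivalent concentration derived from the per-plate dye curve.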
ERK AVP inh: inhibitors of vasopressin-stimulated ERK signaling pathway | Potency, µM (highest dose often 57.5 µM), for inactives: at the highest dose activity, negative = inhibition, most hits filed as inhibitors | actives 0.99% (n = 72,000) | HEK293-V1b, vasopressin-stimulated pERK AlphaScreen | AID 995; further: potency means the concentration at half of the fitted maximal effect; on the % scale 0 is the no-effect control and ±100 the full control effect; nearly all actives have a fitted effect of over 55% in size
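HEK293 cells stably expressing V1b receptor, seeded overnight in 1% FBS, were treated with compounds for 30 min at 37C, then stimulated 5 min with 25 nM vasopressin; phospho-ERK read by AlphaScreen SureFire after lysis.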
4MU fluor: 4-MU region autofluorescence; compound autofluorescence, 340/450 nm, 4-MU equivalents; stronger effect = higher value; max dye-equivalent concentration, M; actives 11% (n = 59,000); AID 589; in the data active means max dye-equivalent concentration above about 10 nM; inconclusive means mostly about 1.1 nM to 9.6 nM
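Compounds in 100 mM Tris, pH 8.0, sat 15 min at room temperature before fluorescence was read at 340 nm excitation/450 nm emission; a per-plate six-point 4-MU standard curve converted signals to dye-equivalent concentration at each compound concentration.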
HBB splicing: hemoglobin beta splicing modulation | actives 0.06% (n = 65,000) | Potency, µM (highest dose often 46.1 µM), inactives show top-dose activation, actives largely listed as activators | AID 925 | HBB splicing reporter cell assay, activation; EGFP reporter with mutant IVS2-654 intron; response scale: normalised to 500 nM splice-correcting PNA; further: potency means the concentration at half of the fitted maximal effect; 0% is about no effect
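Compounds were applied for 2 days to HeLa EGFP-654 cells, 500/well in Optimem with 2% FCS. The reporter's EGFP is disrupted by mis-splicing of beta-globin intron IVS2-654. Readout: summed well GFP fluorescence from 488 nm laser scanning; reference was 500 nM antisense […] 654 PNA.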
Ub-GFP proteasome: proteasome inhibitors stabilizing ubiquitin-GFP reporter. Ubiquitin-GFP reporter cells, proteasome inhibition, GFP fluorescence; response scale: untreated = 0%, 10 µM MG-132 = 100%. Potency, µM (doses to about 45.9 µM), without a hit: at the highest dose activation (GFP accumulation), usual class: activators. 67,000 tested, under 10 active. AID 526; active means well fitted activation curve with a large enough effect, not every such curve was filed as active; inconclusive means small, poorly fitted or top-dose-only effect, or another doubt; inactive means no such curve, though single readings can be large or run the other way; further: potency means the concentration at half of the fitted maximal effect
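U2OS cells stably expressing ubiquitin(G76V)-GFP, seeded overnight in 0.5% FBS medium, were exposed to compounds (qHTS, 46 uM to 2.9 nM) for 4 hr at 37 °C. GFP-positive cells were counted by laser cytometry (488 ex/515 em), normalized between basal and 10 uM MG-132.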
A350 autofl: compound fluoresces in the Alexa 350 spectral region; actives 11% (n = 59,000); Compound autofluorescence, 340/450 nm, Alexa 350 dye-equivalents; stronger effect = higher value; max dye-equivalent concentration, M; AID 590; in the data active means max dye-equivalent concentration above about 10 nM; inconclusive means mostly about 1.1 nM to 9.6 nM
Fluorescein fluor: compound fluoresces in the fluorescein spectral region. max fluorescein-equivalent concentration, M. Compound autofluorescence, 480/540 nm, fluorescein-equivalent; stronger effect = higher value. actives 0.91% (n = 59,000); in the data active means max fluorescein-equivalent concentration above about 10 nM; inconclusive means between about 1.1 nM and that limit
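Read-out is intrinsic compound fluorescence at 480/540 nm (excitation/emission), expressed as dye-equivalent concentration using a fluorescein standard series run on every plate. Compounds sat 15 min at room temperature in 100 mM Tris, pH 8.0.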
CRE Fsk mod: modulators of forskolin-stimulated CRE signaling in CHO cells; CHO CRE-bla reporter (cAMP response element driving beta-lactamase), forskolin EC10, beta-lactamase ratio; Potency, µM (doses to about 38.2 µM), inactives show top-dose activity change, negative = inhibition, actives largely listed as activators; actives 2.5% (n = 71,000); active means well fitted activation curve with a large enough effect in the signal ratio, with a control signal flat, not every such curve was filed as active; inconclusive means small, poorly fitted or top-dose-only effect, or effect the other way, or a change in a side signal; the % refers to the signal ratio; further: potency means the concentration at half of the fitted maximal effect; % of control where 0% means no effect
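Reporter-gene assay: CHO cells with beta-lactamase behind cAMP responsive elements, co-treated with compound and EC10 NKH 477 for 3 hours at 37 degrees Celsius. Activity came from the 460/530 nm CCF4 emission ratio.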
Epigenetic mod: derepresses silenced GFP locus in mouse C127i cells. mouse C127i GFP locus derepression, cytometry, 30 h. Potency, µM (top dose mostly 46.1 µM), without a hit: at the highest dose GFP derepression (activation). actives 0.09% (n = 68,000); further: % of control where 0% means no effect
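Murine C127i mammary cells carrying a silenced, stably integrated CMV-driven GFP reporter were treated with compound for 30 hours at 37 C. After PBS washes, GFP-positive cells were counted by laser-scanning microplate cytometry.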
FLuc inh: inhibitors of firefly luciferase; P08659; purified firefly luciferase, luminescence, 8 min; Potency, µM (doses to about 57.1 µM), for the others: at the highest dose activity change, negative = inhibition, most hits filed as inhibitors; actives 2.2% (n = 72,000); AID 411; further: potency means the concentration at half of the fitted maximal effect; on the % scale 0 is the no-effect control and ±100 the full control effect; nearly all actives have a fitted effect of over 40% in size
Target sequence (P08659 whole entry, looked up): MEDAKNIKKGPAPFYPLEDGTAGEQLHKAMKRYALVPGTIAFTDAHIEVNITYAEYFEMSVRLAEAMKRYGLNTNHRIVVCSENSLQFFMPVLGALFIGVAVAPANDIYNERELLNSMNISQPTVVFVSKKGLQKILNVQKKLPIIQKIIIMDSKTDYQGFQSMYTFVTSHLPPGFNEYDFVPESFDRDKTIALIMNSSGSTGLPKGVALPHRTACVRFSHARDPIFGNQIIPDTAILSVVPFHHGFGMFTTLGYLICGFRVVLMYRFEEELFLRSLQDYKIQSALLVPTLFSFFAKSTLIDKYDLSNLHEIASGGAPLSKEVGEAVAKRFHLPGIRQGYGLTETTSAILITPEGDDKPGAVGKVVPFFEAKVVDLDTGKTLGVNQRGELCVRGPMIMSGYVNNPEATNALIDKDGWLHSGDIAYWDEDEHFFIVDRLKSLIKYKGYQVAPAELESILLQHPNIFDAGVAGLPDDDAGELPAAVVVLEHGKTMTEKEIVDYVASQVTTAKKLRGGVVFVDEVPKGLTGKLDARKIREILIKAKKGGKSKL
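Substrate buffer containing 10 uM ATP (pH 7.2 imidazole, Mg2+, KCl, detergent, BSA) is dispensed, compound pinned in, then luciferase/luciferin detector mix added. After 8 min at ambient temperature, light output is measured.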
* hit, by the source's call; [ ] = dose if it differs, or a comment. Unless noted, the call rests on the fitted dose curve; in most records, active means well fitted curve in the direction sought with a large enough effect; inconclusive means small, poorly fitted or top-dose-only effect, or another doubt; inactive means no such curve, though single readings can be large; an effect the other way counts as inactive or inconclusive. These rows are one share of the data; count on the stated rates, not on these rows.

O=c1[nH]c2cc3c(cc2cc1CN(CCc1ccccc1)Cc1nnnn1C1CCCC1)OCCO3 was read as Hsp90 Hop PPI -1.1%, Texas Red fluor inactive, ERK AVP inh -15.5%, 4MU fluor 7.77e-08M*, Ub-GFP proteasome 0.0%, A350 autofl 5.9e-08M*, Fluorescein fluor inactive, CRE Fsk mod -1.7%, Epigenetic mod 0.0% and FLuc inh 1.9%.
For Cc1cc(C)nc(N2CCCC(C(=O)NCCC3=CCCCC3)C2)n1 (stereo unspecified) the results were Hsp90 Hop PPI -9.3%, Texas Red fluor inactive, ERK AVP inh -12.6%, 4MU fluor inactive, HBB splicing 1.2%, Ub-GFP proteasome -0.1%, A350 autofl inconclusive, Fluorescein fluor inconclusive, CRE Fsk mod 0.3%, Epigenetic mod 0.0% and FLuc inh 0.3%.
Screening COc1ccccc1-c1nnc(NC(=O)C(C)SC2=NCCS2)s1 (stereo unspecified) returned Hsp90 Hop PPI -9.6%, HBB splicing 0.1%, Ub-GFP proteasome -3.3%, CRE Fsk mod -4.8% and FLuc inh -7.5%.
COc1ccc(-c2nnc(COc3ccc4ccccc4c3)o2)cc1OC was read as Hsp90 Hop PPI 3.8%[11 µM], ERK AVP inh inconclusive, HBB splicing -1.5%[0.0738 µM], Ub-GFP proteasome 6.2%[9.17 µM], CRE Fsk mod inconclusive, Epigenetic mod -1.5% and FLuc inh -1.0%.
Cc1onc(-c2c(F)cccc2Cl)c1C(=O)NCC1COc2ccccc2O1 (stereo unspecified) was read as Hsp90 Hop PPI 1.9%, ERK AVP inh -17.6%, HBB splicing -2.4%, Ub-GFP proteasome 21.2%, CRE Fsk mod 0.9%, Epigenetic mod 0.1% and FLuc inh -0.5%.
Screening COc1ccc(C)cc1S(=O)(=O)N1CCC(C(=O)N2CCOCC2)CC1 returned Hsp90 Hop PPI -2.7%, Texas Red fluor inconclusive, ERK AVP inh 15.0%, 4MU fluor inactive, HBB splicing -2.1%, Ub-GFP proteasome 3.7%, A350 autofl inactive, Fluorescein fluor inactive, CRE Fsk mod -8.3%, Epigenetic mod 0.1% and FLuc inh 1.1%.
`CC(C)(C)n1nnnc1C(c1cccc(C(F)(F)F)c1)N1CCOCC1` (stereo unspecified) gave Hsp90 Hop PPI -0.2%, Texas Red fluor inactive, ERK AVP inh -7.3%, 4MU fluor inactive, Ub-GFP proteasome 3.7%, A350 autofl inactive, Fluorescein fluor inactive, CRE Fsk mod -3.1%, Epigenetic mod -1.0% and FLuc inh -1.6%.
CCc1c(O)nc(SCC(=O)Nc2ccccc2C)[nH]c1=O was read as Hsp90 Hop PPI -2.5%, Texas Red fluor inactive, ERK AVP inh -6.4%, 4MU fluor inactive, HBB splicing -1.8%, Ub-GFP proteasome -5.3%, A350 autofl inactive, Fluorescein fluor inconclusive, CRE Fsk mod -6.1%, Epigenetic mod -4.3% and FLuc inh -0.8%.
For COc1cc(S(=O)(=O)N2CCOCC2)ccc1NC(=O)CSc1nnc(N)s1 the results were Hsp90 Hop PPI inconclusive, Texas Red fluor inactive, ERK AVP inh 7.2%, 4MU fluor inactive, HBB splicing 5.6%, Ub-GFP proteasome -1.9%, A350 autofl inactive, Fluorescein fluor inactive, CRE Fsk mod -21.7%, Epigenetic mod -2.5% and FLuc inh -1.4%.
`CCCCNC(=O)NS(=O)(=O)c1ccc(NS(=O)(=O)c2ccccc2)cc1` gave Hsp90 Hop PPI 0.1%, ERK AVP inh -8.9%, HBB splicing -0.1%[9.22 µM], Ub-GFP proteasome inconclusive, CRE Fsk mod -9.4%, Epigenetic mod 0.0% and FLuc inh 0.8%.
For CC1CC(C)CN(CCCNC(=O)Cc2c(C(=O)O)[nH]c3ccccc23)C1 (stereo unspecified) the results were Hsp90 Hop PPI -3.8%, Texas Red fluor inactive, ERK AVP inh 7.3%, 4MU fluor inactive, HBB splicing -2.8%, Ub-GFP proteasome 4.3%, A350 autofl inactive, Fluorescein fluor inactive, CRE Fsk mod inconclusive, Epigenetic mod 0.0% and FLuc inh -0.5%.
For CC1CCc2nc(NC(=O)c3cc(C(C)(C)C)nn3C)sc2C1 (stereo unspecified) the results were Hsp90 Hop PPI -3.4%, Texas Red fluor inactive, ERK AVP inh -27.8%, 4MU fluor inactive, Ub-GFP proteasome 3.6%, A350 autofl inactive, Fluorescein fluor inactive, CRE Fsk mod 6.8%, Epigenetic mod 0.0% and FLuc inh 1.6%.
For O=C(O)CCNS(=O)(=O)c1ccc(Oc2ccccc2)cc1 the results were Hsp90 Hop PPI 2.6%, Texas Red fluor inactive, ERK AVP inh -12.7%, 4MU fluor inactive, HBB splicing -0.8%, Ub-GFP proteasome 7.7%, A350 autofl inactive, Fluorescein fluor inactive, CRE Fsk mod -1.5%, Epigenetic mod 5.7% and FLuc inh 4.8%.
Screening Cc1ccc(CCNS(=O)(=O)c2cnc[nH]2)cc1 returned Hsp90 Hop PPI 1.1%, Texas Red fluor inactive, ERK AVP inh 13.2%, 4MU fluor inactive, HBB splicing -0.7%, Ub-GFP proteasome -8.0%, A350 autofl inactive, Fluorescein fluor inactive, CRE Fsk mod -4.5%, Epigenetic mod -1.1% and FLuc inh 2.5%.
Screening Cc1ccc2nc(-c3cccc(-c4nc5ccc(C)cc5o4)n3)oc2c1 returned Hsp90 Hop PPI -0.9%, Texas Red fluor inactive, ERK AVP inh 6.2%, 4MU fluor inactive, HBB splicing -0.7%, Ub-GFP proteasome -4.2%, A350 autofl inconclusive, Fluorescein fluor inactive, CRE Fsk mod -7.3%, Epigenetic mod -2.0% and FLuc inh 1.1%.
Screening O=C(O)COc1ccccc1Cc1ccccc1 returned Hsp90 Hop PPI 2.2%, Texas Red fluor inactive, ERK AVP inh -7.5%, 4MU fluor inactive, HBB splicing 0.0%[57.5 µM], Ub-GFP proteasome -2.6%, A350 autofl inactive, Fluorescein fluor inactive, CRE Fsk mod -7.5%, Epigenetic mod -0.6% and FLuc inh -2.6%.
For N#Cc1cn(CC(=O)O)c2ccccc12 the results were Hsp90 Hop PPI -0.2%, Texas Red fluor inactive, ERK AVP inh -24.3%, 4MU fluor inactive, Ub-GFP proteasome 6.1%, A350 autofl inconclusive, Fluorescein fluor inactive, CRE Fsk mod -6.2%, Epigenetic mod -1.9% and FLuc inh -1.0%.
Screening COc1ccc(NC(=O)CCCCn2c(=O)[nH]c3ccccc3c2=O)cc1 returned Hsp90 Hop PPI -4.2%, Texas Red fluor inactive, ERK AVP inh 28.9%, 4MU fluor inactive, HBB splicing -1.8%, Ub-GFP proteasome -6.5%, A350 autofl inactive, Fluorescein fluor inactive, CRE Fsk mod inconclusive, Epigenetic mod -2.8% and FLuc inh 0.3%.
For CN1/C(=C/C(=O)C2CCC2)Sc2ccccc21 the results were Hsp90 Hop PPI -0.4%, Texas Red fluor inconclusive, ERK AVP inh 5.4%, 4MU fluor inconclusive, HBB splicing -1.6%, Ub-GFP proteasome -5.3%, A350 autofl inconclusive, Fluorescein fluor inconclusive, CRE Fsk mod -5.0%, Epigenetic mod 2.5% and FLuc inh inconclusive.
For N#CC1=C(N)C2=C(N3CCCCC3)CCCC2C1(C#N)C#N (stereo unspecified) the results were Hsp90 Hop PPI -19.0%, Texas Red fluor inconclusive, ERK AVP inh 7.1%, 4MU fluor inconclusive, HBB splicing -1.4%, Ub-GFP proteasome 3.1%, A350 autofl inconclusive, Fluorescein fluor inconclusive, CRE Fsk mod -6.8%, Epigenetic mod 0.3% and FLuc inh -7.1%.
Screening CC(=O)Cn1c(C(F)(F)F)nc2ccccc21 returned Hsp90 Hop PPI 1.6%, ERK AVP inh -13.9%, HBB splicing -0.2%, Ub-GFP proteasome -5.0%, CRE Fsk mod -6.0%, Epigenetic mod -1.8% and FLuc inh 0.9%.
`NC(=O)C1CCN(CCCNC2CC(=O)N(Cc3ccc(N4CCCC4=O)cc3)C2=O)CC1` (stereo unspecified) gave Hsp90 Hop PPI -0.1%, ERK AVP inh -20.5%, HBB splicing 1.2%, Ub-GFP proteasome 5.1%, CRE Fsk mod 5.5%, Epigenetic mod -3.4% and FLuc inh 1.4%.
`Cc1ccc(C(=O)N2Cc3ccccc3CC2C(=O)O)cc1` (stereo unspecified) gave Hsp90 Hop PPI -1.6%, Texas Red fluor inactive, ERK AVP inh -14.6%, 4MU fluor inactive, HBB splicing 0.1%[57.5 µM], Ub-GFP proteasome 1.0%, A350 autofl inactive, Fluorescein fluor inactive, CRE Fsk mod 2.8%, Epigenetic mod -4.2% and FLuc inh -0.3%.
O=C1CC(C(=O)Nc2ccc(Br)cc2)C2(CCCC2)O1 (stereo unspecified) was read as Hsp90 Hop PPI -4.4%, Texas Red fluor inactive, ERK AVP inh -20.4%, 4MU fluor inactive, HBB splicing 0.8%, Ub-GFP proteasome -1.2%, A350 autofl inactive, Fluorescein fluor inconclusive, CRE Fsk mod -10.4%, Epigenetic mod 4.3% and FLuc inh 0.9%.
